# RGS7-Gao = RGS7-Galphao binding modulators, primary screen, biochemical, multiplexed bead flow cytometry; Guanine nucleotide-binding protein G(o) subunit alpha (Homo sapiens), P09471; actives lie on both sides; binding response (% of control), % at 10 µM; actives 0.35% (n = 220,000); AID 1439, 2008; in the data active = binding response below about 49% or above about 150%; inconclusive = no clear call, values can overlap the other calls; inactive = in between;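 note: fluorescent Galphao held in activated GDP-AlF4 state binding bead-coupled RGS7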
# RGS4-Gao reg = modulators of RGS4 binding to Galphao, primary screen, biochemical, multiplexed bead flow cytometry. Guanine nucleotide-binding protein G(o) subunit alpha (Homo sapiens), P09471. binding response (% of control), % at 10 µM. AID 1415, 2008. actives 0.33% (n = 220,000). actives lie on both sides; in the data active = binding response below about 49% or above about 150%; inactive = in between;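 note: fluorescent Galphao activated with aluminum fluoride binding bead-coupled RGS4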
# Mcl-1 Bim block = inhibitors of Bim peptide binding to Mcl-1, primary screen, biochemical, bead-based flow cytometry, multiplex; Induced myeloid leukemia cell differentiation protein Mcl-1 (Homo sapiens), Q07820; Bim peptide-Mcl-1 binding; inhibition, % at 10 µM; actives 0.1% (n = 190,000); AID 1009, 2008;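 note: 0% = no compound tracer wells and 100% = peptide blocker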
# Bim-Bcl-W = inhibitors of Bim binding to Bcl-W, primary screen, biochemical, multiplexed, bead-based flow cytometry; actives 0.02% (n = 190,000); Bcl-2-like protein 2 (Homo sapiens), Q92843; inhibition, % at 10 µM; Bim peptide-Bcl-W binding; AID 952, 2007;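 note: 0% = bound tracer without compound and 100% = peptide blocker; higher means less fluorescent Bim peptide bound to Bcl-W beads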
# Target sequence (Q92843 whole entry, looked up): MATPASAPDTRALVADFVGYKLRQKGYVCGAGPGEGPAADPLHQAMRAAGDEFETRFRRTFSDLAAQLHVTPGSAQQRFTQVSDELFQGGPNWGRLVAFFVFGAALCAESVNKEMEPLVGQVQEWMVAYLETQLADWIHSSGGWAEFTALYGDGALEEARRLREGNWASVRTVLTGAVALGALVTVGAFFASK
# Bcl-XL Bim block = inhibitors of Bim-Bcl-XL binding, primary screen, biochemical, multiplexed, bead flow cytometry, human Bcl-XL; Bcl-2-like protein 1 (Homo sapiens), Q07817; Bim peptide-Bcl-XL binding, fluorescence; inhibition, % at 10 µM; actives 0.04% (n = 190,000); AID 1007, 2008
# Target sequence (Q07817 whole entry, looked up): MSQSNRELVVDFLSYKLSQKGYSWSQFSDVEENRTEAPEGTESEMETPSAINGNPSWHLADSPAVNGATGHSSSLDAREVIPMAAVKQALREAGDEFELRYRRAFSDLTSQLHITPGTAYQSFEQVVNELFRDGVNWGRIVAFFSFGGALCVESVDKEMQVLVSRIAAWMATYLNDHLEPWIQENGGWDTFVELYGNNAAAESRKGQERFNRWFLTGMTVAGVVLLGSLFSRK
# RGS8-Gao = RGS8-Galphao binding modulators, primary screen, biochemical, multiplexed bead flow cytometry; Guanine nucleotide-binding protein G(o) subunit alpha (Homo sapiens), P09471; actives lie on both sides; response (percent of control binding), % at 10 µM; actives 0.34% (n = 220,000); AID 1423, 2008; in the data active = response below about 60% or above about 140%; inactive = in between;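 note: Galphao activated as the GDP aluminium fluoride complex binding bead-coupled RGS8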
# Bfl-1 Bim block = inhibitors of Bim binding to Bfl-1, primary screen, biochemical, multiplexed, bead-based flow cytometry | AID 1008, 2008 | actives 0.12% (n = 190,000) | Bim-Bfl-1 binding inhibition | Bcl-2-related protein A1 (Homo sapiens), Q16548 | inhibition, % at 10 µM;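 note: 0% = wells without compound plus tracer and 100% = blocker peptide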
# Bim-Bcl-2 = inhibitors of Bim-Bcl-2 binding, primary screen, biochemical, multiplexed, human Bcl-2 family | Bead-based flow cytometry, Bim peptide-Bcl-2 binding | inhibition, % at 10 µM | actives 0.06% (n = 190,000) | AID 950, 2007; in the data active = inhibition above about 40%; inconclusive = no clear call, values can overlap the other calls;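 note: 0% = no compound wells with probe peptide and 100% = reference peptide inhibitor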
# Target sequence (P10415 whole entry, looked up): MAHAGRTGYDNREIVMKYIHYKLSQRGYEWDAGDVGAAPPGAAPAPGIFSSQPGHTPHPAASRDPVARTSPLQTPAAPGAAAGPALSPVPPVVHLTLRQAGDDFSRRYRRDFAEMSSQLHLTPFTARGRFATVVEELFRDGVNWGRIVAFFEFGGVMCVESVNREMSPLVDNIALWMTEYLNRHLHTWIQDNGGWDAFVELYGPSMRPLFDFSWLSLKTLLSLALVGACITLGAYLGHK
# ABCG2 inh = ABCG2 efflux pump inhibitors, primary screen, multiplex with ABCB1, IgMXP3 cells, flow cytometry; inhibition, % at 6.6 µM; JC-1 efflux; Broad substrate specificity ATP-binding cassette transporter ABCG2 (Homo sapiens), Q9UNQ0; actives 0.1% (n = 190,000);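 active = inhibition above 80%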;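 note: 0% = DMSO and 100% = nicardipine control wells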
#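 Incubation: cells with compound and JC-1, 10 min at 25 °C, rotating, no wash / Test system: IgMXP3 (ABCG2) plus far-red-tagged CCRF-Adr (ABCB1) cells / Compound dosing: one concentration, 6.6 µM final / Also added: JC-1 fluorescent substrate / Evaluation: efflux inhibition in percent versus controls / Detection: flow cytometry, 530 nm JC-1 signal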
# Bim-Bcl-B = inhibitors of Bim-Bcl-B binding, primary screen, biochemical, multiplexed, human Bcl-2 family | Bcl-2-like protein 10 (Homo sapiens), Q9HD36 | actives 0.073% (n = 190,000) | bead-based flow cytometry, Bim peptide-Bcl-B binding | inhibition, % at 10 µM;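 note: 0% = tracer peptide without compound and 100% = reference inhibitor peptide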
# Target sequence (Q9HD36 whole entry, looked up): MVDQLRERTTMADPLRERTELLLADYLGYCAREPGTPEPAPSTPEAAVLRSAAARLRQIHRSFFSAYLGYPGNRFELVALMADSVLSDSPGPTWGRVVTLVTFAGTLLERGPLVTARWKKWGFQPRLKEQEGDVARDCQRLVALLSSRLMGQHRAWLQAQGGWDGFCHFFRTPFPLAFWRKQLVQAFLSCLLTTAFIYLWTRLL
# ABCB1 inh = ABCB1 efflux pump inhibitors, primary screen, cell-based, multiplex, flow cytometry, ABCG2 counter-screen | AID 1326, 2008 | inhibition, % at 6.6 µM | ATP-dependent translocase ABCB1 (Homo sapiens), P08183 | CCRF-Adr cells, JC-1 efflux | actives 0.067% (n = 190,000); in the data active = inhibition above about 40%;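 note: 0% = vehicle and 100% = reference inhibitor; higher value means more JC-1 retained so stronger ABCB1 efflux block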
# Starred values were filed as active, the others as inactive; u = inconclusive. Cut-off read from the data, not from the text of the source, unless noted: active = inhibition above about 40%.
# The first 5 entries as a preview:
# Screens in order: RGS7-Gao, ABCG2 inh, Bfl-1 Bim block, Mcl-1 Bim block, Bim-Bcl-W, Bim-Bcl-B, ABCB1 inh, RGS8-Gao, Bim-Bcl-2, Bcl-XL Bim block, RGS4-Gao reg
- CCN(CC)c1ccc(/C=N/NC(=S)NCc2ccccc2)c(O)c1
 : 96, -6, -3, -1, -3, -6, -0.9, 100, -10, -4, 101
- C#CCOCCOCCOCCNc1nc(N2CCN(C(=O)C(Cc3ccc(O)cc3)n3cc(C(N)C(C)CC)nn3)CC2)nc(N2CCN(C(=O)C(Cc3ccc(O)cc3)n3cc(C(N)C(C)CC)nn3)CC2)n1 (stereo unspecified)
 : 100, 0, -4, 0, 0, -5, -0.1, 103, -2, -1, 104
- Cc1nc(N2CCN(Cc3ccc4c(c3)OCO4)CC2)c2cc(-c3ccccc3)sc2n1
 : u, 15, -4, 0, 0, -2, 8.4, 99, -2, 0, 99
- CCOC(=O)CCc1nn(C)c(=O)c2ccccc12
 : 101, 3, 7, 1, 1, 0, 0.0, 104, 9, 0, 102
- Cc1nnc(SCC(=O)Nc2ccc(Cl)cn2)n1Cc1ccccc1
 : 96, 23, -14, -3, -4, -8, 1.6, 98, -6, -5, 97

# This part in full, from the start:
# Screens in order: RGS7-Gao, ABCG2 inh, Bfl-1 Bim block, Mcl-1 Bim block, Bim-Bcl-W, Bim-Bcl-B, ABCB1 inh, RGS8-Gao, Bim-Bcl-2, Bcl-XL Bim block, RGS4-Gao reg
- CCN(CC)c1ccc(/C=N/NC(=S)NCc2ccccc2)c(O)c1
 : 96, -6, -3, -1, -3, -6, -0.9, 100, -10, -4, 101
- C#CCOCCOCCOCCNc1nc(N2CCN(C(=O)C(Cc3ccc(O)cc3)n3cc(C(N)C(C)CC)nn3)CC2)nc(N2CCN(C(=O)C(Cc3ccc(O)cc3)n3cc(C(N)C(C)CC)nn3)CC2)n1 (stereo unspecified)
 : 100, 0, -4, 0, 0, -5, -0.1, 103, -2, -1, 104
- Cc1nc(N2CCN(Cc3ccc4c(c3)OCO4)CC2)c2cc(-c3ccccc3)sc2n1
 : u, 15, -4, 0, 0, -2, 8.4, 99, -2, 0, 99
- CCOC(=O)CCc1nn(C)c(=O)c2ccccc12
 : 101, 3, 7, 1, 1, 0, 0.0, 104, 9, 0, 102
- Cc1nnc(SCC(=O)Nc2ccc(Cl)cn2)n1Cc1ccccc1
 : 96, 23, -14, -3, -4, -8, 1.6, 98, -6, -5, 97
- O=C(c1ccc(Cn2c(=S)[nH]c3ccc(N4CCOCC4)cc3c2=O)cc1)N1CCN(c2ccc(F)cc2)CC1
 : 98, 0, -3, -2, -1, -11, 0.7, 101, -3, -3, 102
- O=C(Nc1cccc(F)c1)N1CCCC(CNS(=O)(=O)Cc2ccccc2)C1 (stereo unspecified)
 : 107, 5, -3, 2, 1, -2, 0.8, 108, 0, 0, 105
- O=C(/C=C/C=C/c1ccccc1)CC1(O)C(=O)N(CCc2ccccc2)c2ccccc21 (stereo unspecified)
 : 96, 2, -10, -3, 0, -7, 0.5, 101, -6, 2, 100
- N#Cc1c(NC(=O)CSc2ncn[nH]2)sc2c1CCCC2
 : 98, 23, -12, -1, 0, -4, 0.8, 97, -7, -4, 98
- CCOC(=O)c1c(NC(=O)OC)sc2c1CCC2
 : 108, 44, -3, -4, 0, 0, 1.8, 103, -5, -3, 106
- Cc1cccc(OC2(c3ccccc3)OC(=O)c3ccccc32)c1C (stereo unspecified)
 : 98, 3, -19, -3, -1, -9, 0.7, 102, -11, -7, 101
- O=C(NCCN1CCCC1)c1cc(-c2ccncc2)nc2ccc(S(=O)(=O)N3CCOCC3)cc12
 : 108, 1, -7, 2, 0, -3, 0.3, 102, -3, 4, 115
- COc1ccccc1C1C(C#N)=C(N)Oc2c1c(-c1ccccc1)nn2-c1ccccc1 (stereo unspecified)
 : 108, -6, 2, -2, -3, -1, 1.4, 107, -1, -1, 110
- CC(NC(=O)c1ccccc1)C(=O)N/N=C/c1ccccc1 (stereo unspecified)
 : 100, 1, 6, -2, 0, 1, 0.2, 100, 2, 0, 104
- Cc1ccc(-c2cc(C(=O)NCc3cnn(C)c3)c3cc(Br)ccc3n2)cc1
 : 101, -4, -6, -6, -9, -3, -0.7, 104, -3, -7, 100
- CCN(CC)S(=O)(=O)c1cc(NS(=O)(=O)c2cccc(Cl)c2Cl)ccc1C
 : 102, 0, 0, -2, 0, 0, 0.5, 101, -1, -1, 100
- Cc1nn(C(=O)c2ccco2)c(C)c1CN1C(=O)c2ccccc2C1=O
 : 104, 2, -6, 6, 3, -4, 0.5, 103, 0, 2, 104
- Cc1nc(NCC2CCCO2)nc2c1C(=O)CC(C)(C)C2 (stereo unspecified)
 : 104, 5, -11, 1, 0, -6, 1.1, 101, -8, -1, 106
- Cc1ccc(-c2nsc(SCC(=O)Nc3ccc4c(c3)OCO4)n2)cc1
 : 103, 6, -4, -4, -8, -9, 1.6, 103, -7, -9, 106
- C#CCSc1cc(C(F)(F)F)nc(-c2ccccn2)n1
 : u, 4, -6, -3, -4, -3, 0.0, 102, -6, -6, 103

# Rewritten with tabs: entries from further up
compound	RGS7-Gao	ABCG2 inh	Bfl-1 Bim block	Mcl-1 Bim block	Bim-Bcl-W	Bim-Bcl-B	ABCB1 inh	RGS8-Gao	Bim-Bcl-2	Bcl-XL Bim block	RGS4-Gao reg
O=C(Nc1cccc(F)c1)N1CCCC(CNS(=O)(=O)Cc2ccccc2)C1 (stereo unspecified)	107	5	-3	2	1	-2	0.8	108	0	0	105
Cc1cccc(OC2(c3ccccc3)OC(=O)c3ccccc32)c1C (stereo unspecified)	98	3	-19	-3	-1	-9	0.7	102	-11	-7	101
CCN(CC)c1ccc(/C=N/NC(=S)NCc2ccccc2)c(O)c1	96	-6	-3	-1	-3	-6	-0.9	100	-10	-4	101

# An excerpt of these results, as tab-separated lines.
structure	RGS7-Gao	ABCG2 inh	Bfl-1 Bim block	Mcl-1 Bim block	Bim-Bcl-W	Bim-Bcl-B	ABCB1 inh	RGS8-Gao	Bim-Bcl-2	Bcl-XL Bim block	RGS4-Gao reg
C#CCSc1cc(C(F)(F)F)nc(-c2ccccn2)n1	u	4	-6	-3	-4	-3	0.0	102	-6	-6	103
Cc1nnc(SCC(=O)Nc2ccc(Cl)cn2)n1Cc1ccccc1	96	23	-14	-3	-4	-8	1.6	98	-6	-5	97

# The results go on:
# Screens in order: RGS7-Gao, ABCG2 inh, Bfl-1 Bim block, Mcl-1 Bim block, Bim-Bcl-W, Bim-Bcl-B, ABCB1 inh, RGS8-Gao, Bim-Bcl-2, Bcl-XL Bim block, RGS4-Gao reg
- COc1ccc(NC(=O)OC(C)C)cc1
 : 114, 1, -3, -3, -3, -1, 0.3, 110, -6, 0, 114
- COc1ccc(/C=C2\CCCC3C2=NN(C(=O)CSc2ncn[nH]2)C3c2ccc(OC)cc2)cc1 (stereo unspecified)
 : 105, 5, -1, -1, 15, -4, 2.7, 104, -6, -2, 107
- COc1ccc(Oc2nc(C)nc3c2oc2ccccc23)cc1
 : 91, 1, -1, 0, 1, -3, 0.1, 98, -3, 0, 94
- O=C(NNS(=O)(=O)c1ccccc1)c1cnn(-c2ccccc2)c1-n1cccc1
 : 99, 2, -8, 2, 0, -4, 0.4, 99, -3, -1, 99
- Cc1ccccc1Nc1c(-c2ccncc2)nc2ccc(Cl)cn12
 : u, 4, -6, 0, 2, -5, 0.6, 99, -1, -2, 102
- CCC(=O)Nc1nc2ccc3nc(C)sc3c2s1
 : 100, -2, -7, 3, 0, -5, -1.9, 100, -8, -1, 102
- COc1ccc(NC(=O)CSc2nnc3ccc(-c4ccncc4)nn23)cc1OC
 : u, 1, -3, 0, -2, -3, 0.0, 99, 0, -2, 100
- O=C1CN(c2nc3nonc3nc2N2CCCCC2)CCN1
 : 102, 0, -7, -2, -2, 0, -0.2, 101, -1, -1, 101
- COCCn1c(-c2cccs2)csc1=Nc1cccnc1
 : 99, 1, 8, 0, -2, -21, 0.0, 100, 1, -5, 100
- Cc1cccc(NC(=O)CSc2nnc(NC(=O)c3ccc(S(=O)(=O)N4CCOCC4)cc3)s2)c1C
 : 100, -2, 2, -1, -2, -1, -1.4, 105, 2, -2, 103
- CNC(=S)N(CCc1ccc(S(N)(=O)=O)cc1)C1CC(=O)N(c2ccccc2F)C1=O (stereo unspecified)
 : 101, -2, -4, 0, 1, -4, -0.6, 101, -3, 0, 103
- Cc1ccnc(N2CCC(C(=O)NNC(=O)c3ccccc3)CC2)n1
 : 101, 1, -7, -1, 1, -7, 0.3, 104, -13, -2, 100
- COc1ccc(NC(=O)CSc2ncccc2C(=O)OC(C)C)cc1OC
 : 100, 3, 0, -1, 0, -5, 1.0, 101, 0, -11, 102
- COC(=O)c1c(NC(=O)C2COc3ccccc3O2)sc2c1CCN(C(C)=O)C2 (stereo unspecified)
 : 112, 14, -1, -6, -2, -8, 3.1, 103, -2, -6, 107
- O=C(O)c1cc2c(ccc3ccccc32)[nH]1
 : 100, 0, -1, -3, -1, -5, 0.0, 102, -2, -1, 101
- O=C(CN1C(=O)CCS(=O)(=O)c2ccccc21)Nc1cccc(Cl)c1
 : 100, 2, -2, 4, 1, 0, 0.2, 101, 0, 0, 100
- CC1=C(C#N)C(=O)NC(=O)/C1=C\c1ccc(-c2cc(C)c(C)cc2[N+](=O)[O-])o1
 : u, 0, 11, 1, 3, 3, 0.3, 99, 2, 3, 103
- Cn1c(=O)c2c(nc(SCCN3CCCCC3)n2Cc2ccc(Cl)cc2)n(C)c1=O
 : 104, 5, 0, 0, 2, -12, 2.8, 102, 1, 0, 106
- COc1ccc(N2CCN(C(=O)COCC(=O)O)CC2)cc1
 : 132, 6, -3, 0, 0, 0, 0.2, 99, 0, -1, 102
- C=CCn1c(COc2ccc(Cl)cc2)nnc1SCc1ccc(C#N)cc1
 : 108, 1, -11, 0, 1, -7, 0.5, 101, -6, -5, 103
- CC1(C)CC(c2nc(-c3ccc([N+](=O)[O-])cc3)cs2)CCO1 (stereo unspecified)
 : 101, 13, -4, 0, 1, -6, 1.1, 101, 0, 0, 101
- O=C(O)c1cccc(Nc2cc(Cl)c3nonc3c2[N+](=O)[O-])c1
 : 80, 0, 14, 5, 8, 2, -0.1, 94, 6, 6, 97
- Cc1nn(-c2ccccc2)c2sc(C(=O)NC3CC3)cc12
 : 102, 2, -1, 2, -2, -2, 0.7, 102, 1, -1, 103

# Compound activity as filed in PubChem.
